Bioassay records as filed in PubChem.
Anesthetic bind: binds horse apoferritin like a general anesthetic. Potency, µM (top dose mostly 77.5 µM), inactives show at the highest dose activity change, negative = displacement, hits mostly inhibitors. P02791. 350,000 tested, 0.074% active. apoferritin/1-aminoanthracene competitive binding, fluorescence; also: potency is read from the fitted curve at half-maximal effect; % is scaled to controls: 0 for no effect and ±100 for the full control effect; nearly all actives have a fitted effect of over 20% in size
Target sequence (P02791 2-175 limits assumed): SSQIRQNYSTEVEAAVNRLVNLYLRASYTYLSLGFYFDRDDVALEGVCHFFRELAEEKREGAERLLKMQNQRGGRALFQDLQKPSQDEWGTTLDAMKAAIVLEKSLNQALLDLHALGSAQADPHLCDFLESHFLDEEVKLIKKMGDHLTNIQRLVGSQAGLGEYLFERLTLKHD
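10 uM apoferritin + 50% sat. 1-AMA, PBS; cpd 10 min RT; Ex380/Em535 endpoint; normalized to free probe vs complex; 4-param Hill fit; propofol titration as pos. ctrl.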
POLB inh: blocks human DNA polymerase beta activity | P06746 | Pol beta primer extension/strand displacement, fluorescence kinetic | Potency, µM (titrated, usually from 114 µM), for inactives: at the highest dose activity change, negative = inhibition, most hits filed as inhibitors | 340,000 tested, 1.3% active | AID 485314; also: potency is read from the fitted curve at half-maximal effect; % is scaled to controls: 0 for no effect and ±100 for the full control effect
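Enzyme-only controls used 10 nM Pol beta; buffer lacking enzyme served as negative control. Compound preincubated 15 min, then 50 nM substrate added; 0 and 10 min reads at room temperature.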
ERG-DNA inh: blocks human ERG Ets domain binding to DNA; P11308; fluorescence polarization, His-ERG Ets domain / labelled DNA; Potency, µM (top dose mostly 76.9 µM), without a hit: top-dose FP activity, negative = inhibition, most hits filed as inhibitors; 370,000 tested, 0.028% active; active = well fitted inhibition curve with a large enough effect in the polarisation, with a control signal flat; inconclusive = small, poorly fitted or top-dose-only effect, or effect the other way, or a change in a side signal; inactive = no such curve, though single readings can be large or run the other way; the % refers to the polarisation;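 also: polarization taken with two DNA probes labelled with fluorescein and Texas red; potency is read from the fitted curve at half-maximal effect; % of control where 0% means no effect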
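His-tagged ERG Ets domain (1 uM in the protein solution; 300mM KCl, 50mM Tris-HCl, 1mM EDTA, 1mM DTT, pH 7.5) received compound, then a probe mix of 5 nM fluorescein-DNA and 100nM Texas-615-DNA. Fluorescence polarization was read for both dyes.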
TRHR ag: agonists of human TRH receptor; AID 493084; 360,000 tested, 0.18% active; activation, % at 2 µM; P34981; TRHR cells, calcium flux fluo-8, FDSS agonist mode; in the data active = activation above about 30%; also: 0% is about no effect
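Agonist-mode FDSS calcium read (Ex 480/Em 530, 1 s cycles) in 1536-well TRHR cells with fluo-8 dye, after 10-cycle baseline and 23 nL compound addition; TRH at EC20 (10 nM final) added afterwards for the enhancer phase.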
BLM helicase inh: Bloom syndrome helicase (human) inhibition | AID 2528 | 350,000 tested, 0.2% active | P54132 | Potency, µM (top dose mostly 56.1 µM), inactives show at the highest dose activity change, negative = inhibition, actives largely listed as inhibitors | recombinant BLM DNA unwinding, fluorescence dequenching;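 also: potency is read from the fitted curve at half-maximal effect; plate controls were vehicle for no effect and no enzyme for full effect; nearly all actives have a fitted effect of over 35% in size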
APEX1 inh: inhibitors of human APE1 endonuclease; recombinant APE1, TAMRA/BHQ-2 abasic DNA cleavage fluorescence; P27695; AID 2517; 350,000 tested, 0.35% active; Potency, µM (series often up to 65.8 µM), for inactives: at the top dose activity change, negative = inhibition, usual class: inhibitors;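 also: potency is read from the fitted curve at half-maximal effect; plate controls were vehicle for no effect and reference inhibitor for full effect; nearly all actives have a fitted effect of over 55% in size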
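Endonuclease cleavage of a quenched abasic-site DNA duplex (50 nM) by APE1 (0.75 nM) was tracked by TAMRA dequenching. Compounds were preincubated with enzyme 15 min at room temperature; data normalized to buffer-only and DMSO wells plus NSC13755 control.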
ALOX12 inh: ALOX12 (human) lipoxygenase inhibition; P18054; purified 12hLO, xylenol orange hydroperoxide absorbance; Potency, µM (highest dose often 108 µM), for the others: at the highest dose activity change, negative = inhibition, usual class: inhibitors; 580,000 tested, 1.1% active; AID 1671190; also: potency is read from the fitted curve at half-maximal effect; % is scaled to controls: 0 for no effect and ±100 for the full control effect
Target sequence (P18054 whole entry, looked up): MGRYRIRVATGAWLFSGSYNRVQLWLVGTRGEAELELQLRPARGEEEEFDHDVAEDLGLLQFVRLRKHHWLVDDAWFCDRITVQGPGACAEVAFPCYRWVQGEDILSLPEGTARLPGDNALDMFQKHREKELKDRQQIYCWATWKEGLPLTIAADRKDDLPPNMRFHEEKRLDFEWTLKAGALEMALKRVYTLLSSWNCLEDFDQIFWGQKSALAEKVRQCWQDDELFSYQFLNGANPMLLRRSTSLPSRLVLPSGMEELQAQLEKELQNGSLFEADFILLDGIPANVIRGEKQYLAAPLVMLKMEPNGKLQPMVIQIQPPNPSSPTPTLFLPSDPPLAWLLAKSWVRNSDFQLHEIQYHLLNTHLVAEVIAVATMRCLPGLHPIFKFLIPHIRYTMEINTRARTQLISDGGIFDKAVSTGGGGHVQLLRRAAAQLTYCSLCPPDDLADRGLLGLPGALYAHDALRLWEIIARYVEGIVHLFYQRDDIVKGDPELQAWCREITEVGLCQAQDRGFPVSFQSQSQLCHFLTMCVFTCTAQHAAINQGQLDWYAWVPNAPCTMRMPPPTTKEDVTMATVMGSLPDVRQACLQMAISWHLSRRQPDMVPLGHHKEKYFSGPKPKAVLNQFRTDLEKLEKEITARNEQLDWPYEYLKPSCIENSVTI
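Hydroperoxide product was detected by ferrous iron/xylenol orange as the 573 to 405 nm absorbance ratio. Arachidonic acid at 40 uM (final) was turned over for 30 min at room temperature by 150 nM human 12hLO, pH 7.0 Hepes buffer, after 15 min compound preincubation.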
Pol iota inh: blocks human DNA polymerase iota activity; Q9UNA4; Pol iota fluorescent replication assay, 10 min; Potency, µM (highest dose often 115 µM), for inactives: at the top dose activity, negative = inhibition, usual class: inhibitors; 390,000 tested, 1% active; AID 588590; also: potency is read from the fitted curve at half-maximal effect
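Fluorescent replication assay read twice, at 0 min and 10 min after adding 50 nM (final) substrate. Enzyme (10 nM) and compounds were first incubated 15 min at room temperature; enzyme-free buffer wells were negative controls.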
Pol kappa inh: blocks human DNA polymerase kappa activity. purified Pol kappa, fluorescent DNA synthesis assay, 10 min. Q9UBT6. Potency, µM (top dose mostly 107 µM), for inactives: at the highest dose activity, negative = inhibition, usual class: inhibitors. 400,000 tested, 0.53% active. AID 588579; also: potency is read from the fitted curve at half-maximal effect; % is scaled to controls: 0 for no effect and ±100 for the full control effect
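10 nM Pol kappa preincubated 15 min at room temperature with compounds, then reaction started with substrate at 50 nM final. Fluorescence read kinetically at 0 and 10 min; buffer-only wells served as negative control.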
* marks the source's active call; other numbers are inactive results; ? = inconclusive; . = no result given; [ ] = remark or other dose. Unless noted, calls follow the shape of the dose curve; as a rule, active = well fitted curve in the direction sought with a large enough effect; inconclusive = small, poorly fitted or top-dose-only effect, or another doubt; inactive = no such curve, though single readings can be large; an effect the other way counts as inactive or inconclusive. A portion of the library. The share of hits here may be higher or lower than overall.

Values run as follows: ERG-DNA inh	BLM helicase inh	APEX1 inh	Pol kappa inh	Pol iota inh	Anesthetic bind	TRHR ag	ALOX12 inh	POLB inh
> Cc1cc(C(=O)N/N=C/c2ccc(O)c(O)c2O)c(C)n1-c1ccccc1
  -10%	-7%	4.5µM*	-18%	-18%	-23%	-1.1	?	?
> C/C(=N/NS(=O)(=O)c1ccccc1)c1c[nH]c2ccccc12
  -2%	-6%	17%	-33%	89µM*	-9%	0.3	.	18%
> CCCC(NS(=O)(=O)c1ccc(Br)cc1)C(=O)O (stereo not drawn)
  -3%	2%	-1%	8%	-8%	-5%	-0.3	-8%	1%
> Cc1ccc(-c2nc3cccnc3s2)cc1NC(=O)C1c2ccccc2Oc2ccccc21
  -3%	-19%	23%	-17%	6%	4%	0.6	-21%	-2%
> O=C(O)c1ccc([N+](=O)[O-])cc1
  -10%	.	-4%	-3%	-11%	.	.	3%	.
> COc1ccc(CN=C2Nc3ccccc3CS2)cc1
  -5%	-5%	-6%	-17%	5%	?	0.6	-14%	1%
> COc1ccccc1N1CCN(c2ccc(-c3nc(-c4ccccc4C)no3)cc2[N+](=O)[O-])CC1
  -4%	-2%	.	-13%	11%	-9%	0.3	-21%	-27%
> CCN(CC)C(c1ccc(F)cc1)c1nnnn1C1CCCCC1 (stereo not drawn)
  1%	2%	0%	-6%	27%	-16%	-0.4	-6%	-12%
> Cc1ccc(NC(=O)c2cnc(SCC(=O)N3CCOCC3)n(C)c2=O)cc1C
  0%	2%	.	0%[60.1 µM]	16%	-12%	0.5	-22%	11%
> CCc1nccn1CCC(=O)NC1CC(C)(C)Cc2c1cnn2-c1ccc(C)cc1 (stereo not drawn)
  4%	2%	45%	-4%	5%	-6%	-0.7	15%	3%
> O=C(c1ccncc1)N1CCC[C@@]2(CCN(c3cccc(-c4ccccc4)c3)C2)C1
  .	-1%	3%	-6%[60.1 µM]	.	.	.	-13%[57.4 µM]	.
> ON=C1/C(=N\O)CC2(C/C1=N/O)OCCO2
  -6%	7%	2%	?	?	9%	-1.7	4%	?
> COc1ccc(NC2CCCN(C(=O)CCCn3cncn3)C2)cc1OC (stereo not drawn)
  0%	-2%	32%	3%	50%[activator]	-1%	0.6	-2%	24%
> CC(C)N(C=O)C1(C(=O)NC2CCCCC2)CCCCC1
  4%	2%	?	-9%	9%	-7%	-0.3	0%	6%
> CN1Cc2c(N3CCOCC3)nc(SCCC#N)c(C#N)c2CC1(C)C
  5%	0%	11%	-17%	79%[activator]	0%	0.3	23%	28%
> Cc1ccc(C)c(NC(=O)c2cc3ccccc3o2)c1
  -6%	-5%	43%	-9%	-6%	-17%	-0.8	12%	?
> CC(C)NC(=S)Nc1ccc2cn[nH]c2c1
  -11%	-10%	-2%	-17%	11%	-1%	-0.1	1%	13%
> CCN(CC)CCN1C(=O)c2ccccc2NC1c1ccc(C)cc1 (stereo not drawn)
  -4%	-4%	3%	-3%	25%	139%[activator]	-0.2	13%	-5%
> CCCCN(Cc1cc2cc(C)ccc2[nH]c1=O)C(=O)c1ccccn1
  0%	-1%	-1%	5%	6%	3%	-0.5	1%	16%
> CCOC(=O)N1CCN(C(=O)c2cc3c(-c4cccc(OC)c4)nn(C)c3s2)CC1
  -7%	0%	-15%	6%	12%	-10%	-0.8	-8%	39%
> COc1cc(-n2c(=O)c3ccccc3n(Cc3cccc(F)c3)c2=O)cc(OC)c1OC
  8%	-5%	-5%	-7%	4%	-9%	-0.5	-26%	-16%
> CCOc1cccc(CN2CCN(CCCc3ccccc3)C(CCO)C2)c1O (stereo not drawn)
  0%	0%	6%	-5%	9%	9%	-1.3	-22%	27%
> CC(C)(C)c1ccc(C(=O)NC(=O)CSc2n[nH]c(N)n2)cc1
  24%	.	-20%	-4%	-16%	.	0.2	3%	.
> Cc1nc2ccc(NC(=O)/C=C/C(=O)O)cc2nc1C
  -1%	-5%	-4%	-7%	113%[activator]	99%[activator]	0.2	?	0%
> O=S(=O)(NCc1ccccc1)c1cccc2cccnc12
  .	2%	-2%	-11%	30%	-17%	-0.6	11%	1%
> O=C(Nc1nc(=O)n(C(=O)c2cccc(C(F)(F)F)c2)s1)c1ccccc1
  1%	-3%	-7%	4%	6%	3%	-0.6	?	3%
> C/C(CCc1ccco1)=N/NC(=O)CCC(=O)Nc1cccc(Cl)c1
  -1%	-4%	-7%	-2%	103%[activator]	?	0.4	57%[activator]	-1%
> Cc1ccc(C)c(NC(=S)N(Cc2ccc(Cl)cc2)Cc2ccc(C(=O)O)cc2)c1
  5%	1%	16%	-6%	?	-2%	-0.7	45µM*	0%
> COC(=O)[C@H](Cc1ccccc1)NC(=O)Cn1cnc(C(=O)Nc2ccc(C)c(C)c2)n1
  -13%	.	15%	0%	5%	.	.	-7%	.
> Cn1c(SCC(=O)Nc2ccccc2O)nnc1-c1ccco1
  1%	0%	23%	-2%	8%	1%	0.2	0%	27%
> C[C@@H]1CN([C@@H](C)CO)C(=O)c2cc(NC(=O)CCC(F)(F)F)ccc2O[C@H]1CN(C)Cc1ccc(Cl)c(Cl)c1
  7%	.	-9%	-4%	-29%	.	.	?	.
> Cc1nc(NC(=O)c2cccs2)ccc1Br
  4%	-4%	-5%	-12%	-1%	-21%	-0.4	?	96%
> COCc1cc(C)nc2sc3c(=O)n(-c4ccccc4C(F)(F)F)nnc3c12
  6%	1%	.	-5%[60.1 µM]	5%	-16%	-0.3	-6%	77%
> O=[N+]([O-])c1cnn(-c2nc(-c3cccs3)cc(C(F)(F)F)n2)c1
  4%	-1%	-3%	-17%	14%	-2%	1.1	-3%	19%
> Cc1ccc(N2CC(C(=O)NC3CCSC3=O)CC2=O)cc1 (stereo not drawn)
  2%	2%	-1%	5%	17%	-5%	0.6	-9%	3%
> CCOc1ccccc1C(=O)NCC(=O)NCC1CCCCC1
  2%	-2%	2%	-4%	-10%	1%	-0.7	12%	4%
> CSc1ccccc1OCc1cc(C(=O)NCCCc2ccccc2)no1
  6%	-8%	22%	-4%	32%[activator]	-23%	1.0	-2%	-10%
> C=CCN1CC2(c3ccccc3)CN(CC=C)CC(c3ccccc3)(C1)C2=O
  -2%	-3%	5%	-8%	24%	-12%	0.8	-5%	-10%
> O=C(Nc1cc(Cl)ccc1Cl)Nn1cnnc1
  -2%	-4%	2%	-14%	16%	-5%	0.7	0%	22%
> CN1CCN(C(=O)CCNC(=O)Cn2cnc3ccccc3c2=O)CC1
  15%	-3%	33%[activator]	-7%	115%[activator]	-4%	1.2	-4%	42%
> C=CCn1c(C)cc(C(=O)CN2NS(=O)(=O)c3ccccc3C2=O)c1C
  0%	-5%	1%	7%	25%	-17%	-0.1	1%	-10%
> COc1cccc(-c2cn3c(n2)sc2cc(C(=O)NC4CCCCC4)ccc23)c1
  13%	-1%	.	-2%	5%	-1%	-0.1	-40%	15%
> CC(C)N(Cc1nc(-c2ccc(Cl)cc2)no1)C(=O)C12CC3CC(CC(C3)C1)C2
  -1%	0%	-3%	-5%	24%	-2%	0.6	0%	-17%
> CCCCC(=O)N/N=C/c1ccc(Sc2cccc3cccnc23)o1
  2%	-21%	-5%	-15%	9%	?	-1.5	163%[activator]	6%
> O=C(O)c1cccc2c1C(=O)c1ccccc1-2
  9%	-6%	-5%	-3%	63%[activator]	1%	0.9	101%[activator]	9%
> C=CCOC1COC2C(OCC=C)COC12 (stereo not drawn)
  -11%	.	.	-3%	75%[activator]	.	.	0%	.
> Cc1ccc(/C=N/NC(=O)CNC(=O)c2ccc(S(=O)(=O)N(C)C)cc2)o1
  -16%	-2%	13%	1%[60.1 µM]	83%[activator]	-4%	0.0	0%	41%
> CCCN1C(=O)C(O)(CC(=O)c2ccc3c(c2)OCCO3)c2ccccc21 (stereo not drawn)
  -1%	-8%	-4%	-16%	6%	-8%	0.0	0%	10%
> CC(=O)Nc1ccc(S(=O)(=O)N2CCc3cc4c(cc3C2)OCCCO4)cc1
  -2%	-9%	-9%	-1%	-16%	7%	-0.5	6%	4%
> CC1=CC(=O)Nc2cncnc2N1
  2%	.	.	-15%	25%	.	.	-18%	.
> Cc1nc(N)sc1N=Nc1ccccc1C(F)(F)F
  5%	-8%	38%	-24%	31%[activator]	?	-0.6	0%	0%
> Cc1[nH]c2ccccc2c1C1=NNC(=Nc2ccc(F)cc2)SC1
  -6%	-7%	2%	-13%	-21%	4%	-1.0	?	-20%
> COc1cccc(-c2nc(CS(=O)(=O)CC(=O)Nc3cccc(C)c3C)c(C)o2)c1
  -12%	1%	-3%	-27%	19%	4%	0.0	0%[57.4 µM]	16%

Rewritten in CSV form: part of the list above.
mol,ERG-DNA inh,BLM helicase inh,APEX1 inh,Pol kappa inh,Pol iota inh,Anesthetic bind,TRHR ag,ALOX12 inh,POLB inh
Cc1nc2ccc(NC(=O)/C=C/C(=O)O)cc2nc1C,-1%,-5%,-4%,-7%,113%[activator],99%[activator],0.2,?,0%
C/C(=N/NS(=O)(=O)c1ccccc1)c1c[nH]c2ccccc12,-2%,-6%,17%,-33%,89µM*,-9%,0.3,.,18%
